Screening results: PubChem BioAssay, several laboratories
Vif inh: HIV Vif inhibition; HEK293T cells, Vif self-association by quenched fluorescence, imaging, 24 h; inhibition, % at 7.49 µM; 340,000 compounds, 0.35% hits; in the data active means inhibition above about 50%, passing the limit was not always enough; inconclusive means no clear call, values can overlap the other calls; inactive means below about 31%; further: some results filed as inactive read as strong as hits
NCOA1 inh: inhibitors of human steroid receptor coactivator 1 (SRC1) | inhibition, % at 3.6 µM | HEK293 GAL4-SRC1 luciferase reporter, luminescence | 360,000 compounds, 0.12% hits | Q15788;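 active means inhibition above the campaign mean plus 3 SD, with each screening campaign given its own cutoff, cut at about 60% in these data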;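 further: 0% = DMSO treated cells and 100% = gossypol at 36 µM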
NCOA3 inh: human NCOA3 inhibition. Q9Y6Q9. AID 588352. 360,000 compounds, 0.17% hits. inhibition, % at 3.6 µM. HEK293 GAL4-SRC3 luciferase reporter, luminescence;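 active means inhibition above a per-campaign cutoff, the mean of all compounds plus 3 SD, cut at about 60% in these data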;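 further: 0% = DMSO-treated cells and 100% = gossypol-treated cells at 36 µM; higher means less SRC3-driven luciferase light from the GAL4 reporter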
TROY signal inh: blocks TROY-dependent signaling in reporter cells; Q293 LMP1-TROYcd NF-kB luciferase reporter, 4 h; AID 1347056; inhibition, % at 10 µM; 360,000 compounds, 0.98% hits;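 active means compounds whose plate-normalised and pattern-corrected inhibition of the luciferase reporter signal at the single screening dose is 50% or more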
TLR9-MyD88 inh: inhibitors of human TLR9-MyD88 binding; Q9NR96+Q99836; AID 504734; CHO BLA complementation TLR9-MyD88, CCF4 FRET ratio; inhibition, % at 4.98 µM; 340,000 compounds, 0.21% hits;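 active means inhibition above the mean over all tested compounds plus 3 SD, cut at about 21% in these data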;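 further: 0% = DMSO only wells and 100% = clavulanate BLA inhibitor control wells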
COUP-TFII inh: inhibitors of human COUP-TFII (NR2F2). HEK293T NGFI-A luciferase reporter, luminescence. inhibition, % at 8.6 µM. 370,000 compounds, 0.7% hits;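 active means inhibition above a per-plate cutoff, mean inhibition of test wells between control levels plus 3 SD, cut at about 38% in these data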;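 further: cells cotransfected with COUP-TFII expression vector driving the NGFI-A reporter; 0% = median of COUP-TF2 test wells and 100% = reporter-only cells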
Target sequence (P24468 whole entry, looked up): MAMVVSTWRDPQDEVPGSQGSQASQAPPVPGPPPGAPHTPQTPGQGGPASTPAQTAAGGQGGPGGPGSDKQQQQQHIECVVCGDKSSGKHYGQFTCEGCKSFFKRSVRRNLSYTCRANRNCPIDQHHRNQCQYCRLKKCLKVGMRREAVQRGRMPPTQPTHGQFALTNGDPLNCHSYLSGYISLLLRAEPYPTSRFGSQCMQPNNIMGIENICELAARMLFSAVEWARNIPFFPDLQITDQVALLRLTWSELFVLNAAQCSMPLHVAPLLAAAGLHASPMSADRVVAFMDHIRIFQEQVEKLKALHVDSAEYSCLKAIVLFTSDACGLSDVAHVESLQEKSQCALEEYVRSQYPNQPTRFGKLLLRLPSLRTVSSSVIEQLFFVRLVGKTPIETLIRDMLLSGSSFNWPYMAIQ
NR5A2 inv ag: inverse agonists of human LRH-1 (NR5A2); HEK293T StAR-luciferase reporter, LRH-1 transfected, 24 h; AID 602396; inhibition, % at 3.6 µM; 360,000 compounds, 0.13% hits; O00482;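 active means inhibition above the mean inhibition of all tested compounds plus 3 SD, cut at about 73% in these data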;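 further: 0% = DMSO wells and 100% = reporter-only cells lacking LRH-1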
NOD2-RIPK2 inh: inhibitors of human NOD2-RIPK2 interaction | O43353 | CHO BLA complementation NOD2-RIPK2, CCF4 ratio | inhibition, % at 4.98 µM | 360,000 compounds, 0.38% hits | AID 624267; in the data active means inhibition above about 21%;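 further: 0% = vehicle only and 100% = reference blocker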
Target sequence (O43353 whole entry, looked up): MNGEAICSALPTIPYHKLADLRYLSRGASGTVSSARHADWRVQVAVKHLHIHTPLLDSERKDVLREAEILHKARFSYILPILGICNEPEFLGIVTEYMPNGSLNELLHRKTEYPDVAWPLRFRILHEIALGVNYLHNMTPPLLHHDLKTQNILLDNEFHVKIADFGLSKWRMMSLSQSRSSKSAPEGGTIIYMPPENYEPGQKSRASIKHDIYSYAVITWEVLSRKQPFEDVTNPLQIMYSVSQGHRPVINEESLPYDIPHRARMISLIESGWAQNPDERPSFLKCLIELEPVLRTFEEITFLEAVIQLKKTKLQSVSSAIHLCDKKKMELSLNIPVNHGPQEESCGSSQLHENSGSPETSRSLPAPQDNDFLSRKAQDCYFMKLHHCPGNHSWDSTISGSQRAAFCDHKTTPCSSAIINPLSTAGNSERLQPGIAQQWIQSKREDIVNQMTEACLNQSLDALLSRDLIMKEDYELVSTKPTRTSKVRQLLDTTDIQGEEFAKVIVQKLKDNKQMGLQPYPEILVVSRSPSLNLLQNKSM
SRC2 inh: inhibits human steroid receptor coactivator 2. Q15596. HEK293 GAL4-SRC2 luciferase reporter, luminescence. inhibition, % at 9 µM. 370,000 compounds, 0.17% hits;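 active means inhibition above the mean inhibition of all tested compounds plus 3 SD, set per campaign, cut at about 52% in these data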;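 further: 0% = DMSO treated cells and 100% = cells given Gossypol at 36 µM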
TRAIL sens C8: caspase-8 TRAIL sensitization. NB7+C8 cells + TRAIL, ATPlite viability luminescence. inhibition (viability loss, TRAIL sensitization), % at 10 µM. 360,000 compounds, 1% hits;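 active means compounds causing at least 50% loss of cell viability in the single-dose screen, relative to plate controls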
LMP1 NFkB inh: Epstein-Barr LMP1 NF-kappaB reporter inhibition; LMP1-induced NF-kappaB luciferase reporter cells, luminescence; inhibition, % at 12.5 µM; 350,000 compounds, 0.69% hits; in the data active means inhibition above about 41%; inconclusive means no clear call, values can overlap the other calls;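 further: 0% = neutral control wells and 100% = reference inhibitor control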
An asterisk follows results filed as active; ? = inconclusive; . = no result given.

Compound	TRAIL sens C8	NR5A2 inv ag	TROY signal inh	NOD2-RIPK2 inh	NCOA3 inh	Vif inh	TLR9-MyD88 inh	NCOA1 inh	SRC2 inh	LMP1 NFkB inh	COUP-TFII inh
COc1ccc(N(CC(=O)NCc2ccc(F)cc2)S(=O)(=O)c2c(C)n[nH]c2C)cc1	4	6	-38	-3	5	-3	5	-2	-7	1	-5
CN(CC(=O)Nc1ccc(F)cc1)CC(=O)N1CCCCC1	-1	-8	-2	3	8	-4	-12	2	25	-2	1
O=C1c2cc3c(cc2CCC1c1ccc2c(c1)OCO2)OCO3 (centres undefined)	7	-16	-28	-4	-47	-1	-3	-40	-33	-17	-7
O=C(CSc1nc2c(cnn2-c2cccc(Cl)c2)c(=O)[nH]1)NCC1CCCO1 (centres undefined)	-10	18	-3	-5	8	28	4	-9	-19	5	-1
COc1ccc(C(O)c2ncc(-c3ccc4ccccc4c3)[nH]2)cc1 (centres undefined)	-19	-23	-24	5	-58	-8	.	-26	-23	.	-12
O=C(CN(C(=O)c1csnn1)c1ccc(F)cc1)NCc1ccc2c(c1)OCO2	12	8	-10	2	-10	75*	-1	5	-37	4	-7
CCSc1oc(-c2cccs2)nc1S(=O)(=O)c1ccccc1	6	6	9	0	-1	-5	2	3	4	-22	1
O=C(Cn1cnnn1)Nc1cccc(S(=O)(=O)N2CCCCC2)c1	-1	-4	-3	6	15	5	8	8	-9	4	3
Cc1cc(CN(C)C(=O)c2ccc(OC3CCN(CCc4ccccc4)CC3)cc2)on1	0	4	2	-2	-29	12	11	-3	4	-3	-8
COc1ccc(Cc2nnc(NC(=O)c3cc(OC)cc(OC)c3)s2)cc1	-4	8	3	8	-20	17	-2	-31	0	8	3
O=C(Nc1ccc(CN2CCOCC2)cc1)c1ccc(Br)cc1	14	-36	-16	-4	-34	-10	0	-35	-21	2	-13
COc1ccc(Cl)cc1NC(=S)NN1CCOCC1	0	-7	8	-7	11	-3	-11	-16	7	-7	15
CCOc1ccc(OCc2ccc(C(=O)N3N=C(C(F)F)CC3(O)C(F)F)o2)cc1 (centres undefined)	6	-13	-8	8	-16	3	-5	0	-4	-3	-2
COc1cc(OC)c(OC)cc1CN1CCN(Cc2ccc(SC)cc2)CC1	5	12	8	-1	-2	1	-7	-21	5	10	22
O=C(O)C1=C[C@H](c2csc3ccccc23)C[C@H](OCc2ccc(CO)cc2)O1	-9	13	7	-1	12	10	-3	-7	-19	9	0
Nc1ccn(Cc2ccc(F)cc2)n1	-3	-4	-29	-1	15	-2	0	1	6	-8	-9

Records listed so far that bear a hit mark in Vif inh:
compound | NR5A2 inv ag | NOD2-RIPK2 inh | NCOA3 inh | Vif inh | TLR9-MyD88 inh | NCOA1 inh | SRC2 inh | LMP1 NFkB inh | COUP-TFII inh
O=C(CN(C(=O)c1csnn1)c1ccc(F)cc1)NCc1ccc2c(c1)OCO2 | 8 | 2 | -10 | 75* | -1 | 5 | -37 | 4 | -7

Carrying on:
Compound	TRAIL sens C8	NR5A2 inv ag	TROY signal inh	NOD2-RIPK2 inh	NCOA3 inh	Vif inh	TLR9-MyD88 inh	NCOA1 inh	SRC2 inh	LMP1 NFkB inh	COUP-TFII inh
O=C(CN1CCN(Cc2ccccc2Cl)CC1)N/N=C/C=C\c1ccccc1[N+](=O)[O-]	-4	9	15	8	17	-9	-4	1	.	3	.
O=C(C1=COCCO1)N1CCN(S(=O)(=O)c2cccc(F)c2)CC1	-1	-3	4	0	6	11	3	4	10	-4	17
CC(C)CCN(C(=O)c1csnn1)C(C(=O)NC1CCCC1)c1ccccc1 (centres undefined)	-9	14	-10	-4	3	-1	-1	3	-12	-3	-9
CCOC(=O)/C=C/c1nc(C(=O)OCC)c(C)c(=O)[nH]1	-10	-12	3	-4	-10	13	-6	-1	-1	11	14
FC(F)(F)c1nnc(Nc2ccc(Cl)cc2)s1	3	-13	40	-14	8	0	.	1	16	-2	9
COc1ccc(N2C(=O)CC(N3CCCC4CCCCC43)C2=O)cc1 (centres undefined)	-9	2	4	-11	-8	?	-1	-5	-11	5	-13
CCN(CC)CCNC(CC(=O)Nc1ccc(Cl)cc1Cl)C(=O)O (centres undefined)	1	10	-4	-12	-7	-2	1	1	5	-1	-7
CN(C(=O)CCN1CCCO1)C1CCCN(Cc2ccccc2F)C1 (centres undefined)	-6	-6	15	-3	5	-20	-2	2	-4	3	-12
Cc1cc(C)c(SCCc2ccncc2)c(C)c1	12	41	21	9	13	-5	3	-1	4	12	19
CC(C)CC1(C)NC(=O)N(CC(=O)NC(=O)Nc2ccc3c(c2)OCCO3)C1=O (centres undefined)	-6	15	12	9	14	.	8	-23	2	-4	6
COC(=O)c1cc(OC)c(OC)cc1NC(=O)CCN1C(=O)C2CCCCC2C1=O (centres undefined)	5	-3	12	7	2	0	6	4	-7	-28	-9
CCN(CC)S(=O)(=O)c1cccc(C(=O)N/N=C(\C)c2cccs2)c1	19	-15	-38	6	-52	-14	1	-76	-70	-31	-39
O=C(NC(c1ccccc1)c1ccc2ccccc2n1)C1CCN(CCOc2ccc(Cl)cc2)CC1 (centres undefined)	4	-39	11	-6	-22	-6	.	5	-12	.	11
O=C(COc1ccccc1)Nc1nnc(S(=O)(=O)N2CCCC2)s1	-27	-3	9	-2	-29	-7	-6	-37	6	2	4
COc1cccc(C(=O)NCCS(=O)(=O)NC2CCCC2)c1	-7	6	-14	2	3	2	2	20	11	0	-9
Cc1nc2sc(C(c3cccs3)N3CC(C)CC(C)C3)c(O)n2n1 (centres undefined)	5	-4	-7	6	15	7	5	-10	-3	-3	-17

Some of these compounds in order of the SRC2 inh value, descending.
Molecule	SRC2 inh
COc1cccc(C(=O)NCCS(=O)(=O)NC2CCCC2)c1	11
Cc1nc2sc(C(c3cccs3)N3CC(C)CC(C)C3)c(O)n2n1 (centres undefined)	-3
O=C(NC(c1ccccc1)c1ccc2ccccc2n1)C1CCN(CCOc2ccc(Cl)cc2)CC1 (centres undefined)	-12

The main list resumes, repeating the 4 entries before the break.
Compound	TRAIL sens C8	NR5A2 inv ag	TROY signal inh	NOD2-RIPK2 inh	NCOA3 inh	Vif inh	TLR9-MyD88 inh	NCOA1 inh	SRC2 inh	LMP1 NFkB inh	COUP-TFII inh
O=C(NC(c1ccccc1)c1ccc2ccccc2n1)C1CCN(CCOc2ccc(Cl)cc2)CC1 (centres undefined)	4	-39	11	-6	-22	-6	.	5	-12	.	11
O=C(COc1ccccc1)Nc1nnc(S(=O)(=O)N2CCCC2)s1	-27	-3	9	-2	-29	-7	-6	-37	6	2	4
COc1cccc(C(=O)NCCS(=O)(=O)NC2CCCC2)c1	-7	6	-14	2	3	2	2	20	11	0	-9
Cc1nc2sc(C(c3cccs3)N3CC(C)CC(C)C3)c(O)n2n1 (centres undefined)	5	-4	-7	6	15	7	5	-10	-3	-3	-17
Cc1ccc(NC(=O)Nc2ccc3c(c2)OCO3)c(OC(F)F)c1	28	-62	-53	-8	-105	.	-3	-88	-70	-15	-48
CC1(C)N=C(N)N=C(N)N1c1ccc(OCC(=O)N2CCOCC2)c(Cl)c1	83*	30	-11	-2	-1	2	-7	4	22	-3	-6
CSc1c(C#N)c(N)c(C#N)c2c1COC(C)(C)C2	-8	-3	8	-7	-23	.	-12	-22	-14	15	-24
CNC(=S)NCCc1ccccc1	-3	-8	-6	-2	13	-3	-10	-2	-9	-5	-15
Nn1c(SCC(=O)NCC2CCCO2)nnc1-c1ccco1 (centres undefined)	-4	-10	-5	6	19	-1	3	-5	-2	-2	-9
CCc1cc2c(NCCC(=O)O)nc(C)nc2s1	-15	33	1	-5	5	-1	1	6	17	-7	1
N#CCC(=O)Nc1ccc(C(=O)Nc2cccc(S(=O)(=O)N3CCCC3)c2)cc1	-4	-16	-4	-3	2	0	6	-8	-19	6	5
COc1ccc(CCNC(=O)CCc2cc(OC)c(OC)c(OC)c2)cc1OC	12	-3	12	-11	1	-10	3	3	-12	-3	19
O=C(OC1CCN(c2ncc(C(F)(F)F)cc2Cl)CC1)c1cccc(C(F)(F)F)c1	2	10	11	-1	7	13	7	-25	-21	0	-6
COc1ccc(C(=O)NCc2nnc(SCC(=O)N3CCOCC3)o2)cc1OC	-8	7	-7	0	8	-10	-5	6	-14	2	9
COc1ccc(-c2nnc(CSc3nc4ccccc4c(=O)n3CC3CCCO3)o2)cc1OC (centres undefined)	-16	2	6	-5	16	-1	3	-3	11	8	14
COc1ccc(/C=C2\Sc3ccc(C(=O)NCC4CCCO4)cc3N(C)C2=O)cc1 (centres undefined)	13	-5	10	-12	-1	1	-10	6	-38	5	1
O=C(O)Cn1nnn(-c2ccccc2)c1=S	-2	8	-16	-9	5	.	-2	-7	18	4	5
COc1cc(OC)cc(C(=O)N[C@H](C(=O)Nc2c(C)n(C)n(-c3ccccc3)c2=O)C(C)C)c1	-29	13	10	-19	-40	28	-6	-6	7	27	8
Cc1cc(C(=O)O)cc(Br)c1N	5	-9	-2	-4	6	8	6	7	-23	-5	-17
O=C(c1ccc(NS(=O)(=O)c2ccc(F)cc2)cc1)N1CCC1	-2	-7	3	-10	5	10	-4	4	-4	8	4
Cc1ccccc1NC(=O)C(=O)NCCc1ccccc1	-2	10	-8	-11	4	.	-15	-5	-17	-20	5
O=C(O)c1ccc(OS(=O)(=O)c2cccc(C(F)(F)F)c2)cc1	-14	-1	15	7	8	-4	3	-4	-45	1	-2
Cc1cc(C)c2ccc(C)[n+]([O-])c2c1O	-11	-1	3	-9	-1	-10	-11	-12	0	0	-4
O=C1c2ccccc2C(=O)N1Cc1cc(Cl)c(O)c([N+](=O)[O-])c1	6	-3	17	1	7	-4	-1	-17	-6	2	-4
O=C(Nc1nnc(-c2ccc(Cl)cc2)o1)NC1CCCCC1	22	-6	-20	5	-16	.	-4	-27	-44	-8	2
COc1ccc(-c2sc3ccccc3c2/C=C/c2ccc(N)cc2)cc1	-3	-34	-47	-1	-9	12	1	-27	-15	4	-10

This is a subset; count on the stated rates, not on these rows.
